Compound activity as filed in PubChem.
GalR3 antagonist – antagonists of human GalR3; O60755; HEK293 GalR3-CNG cAMP membrane potential fluorescence; galR3 body fused to GalR1 C-terminus; inhibition, % at 3 µM; 360,000 compounds, 0.44% hits; AID 651719;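 active = inhibition above the screen-wide average plus 3 SD, cut at about 13% in these data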;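 note: forskolin and galanin both at EC90 stimulate the cells; cAMP rise reported by CNG channel membrane potential dye signal; 0% = forskolin plus galanin with DMSO and 100% = forskolin alone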
GPR7 antagonist – blocks human GPR7 receptor signaling; AID 1861; inhibition, % at 4.4 µM; 290,000 compounds, 1.1% hits; GPR7-expressing cells, fluorescence antagonist assay; P48145; in the data active = inhibition above about 16%, passing the limit was not always enough;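 note: cells stimulated with the agonist NPW; 0% = agonist with vehicle and 100% = vehicle without agonist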
Target sequence (P48145 whole entry, looked up): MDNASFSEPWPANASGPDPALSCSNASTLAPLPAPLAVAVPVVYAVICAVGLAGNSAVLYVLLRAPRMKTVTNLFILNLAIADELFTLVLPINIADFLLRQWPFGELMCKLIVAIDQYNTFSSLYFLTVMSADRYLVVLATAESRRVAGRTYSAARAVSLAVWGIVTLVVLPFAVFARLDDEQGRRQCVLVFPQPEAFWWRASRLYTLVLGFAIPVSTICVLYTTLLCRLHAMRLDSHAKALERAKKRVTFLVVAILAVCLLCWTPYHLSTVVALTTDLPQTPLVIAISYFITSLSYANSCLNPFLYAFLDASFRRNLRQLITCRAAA
OXTR potentiator – human OXTR potentiation; 320,000 compounds, 0.061% hits; P30559; AID 2445; CHO-OTR cells, Fluo-8 calcium fluorescence, potentiator mode; 0% = oxytocin EC15, 100% = EC100; activation, % at 3 µM;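 active = activation above that plate's cutoff, the mean activation of tested compounds plus 3 SD, cut at about 6.6% in these data, passing the limit was not always enough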;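 note: 100% uses oxytocin at 75 nM as the full agonist control; some results filed as inactive read as strong as hits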
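Dosing: Single dose, 3.0 µM nominal final compound concentration | Material: Human OTR in CHO cells | Technique: Kinetic Fluo-8 calcium fluorescence | Benchmarks: EC15 oxytocin alone as 0%, 75 nM oxytocin as 100% | Probe or stimulus: Oxytocin at about EC15, sub-maximal agonist stimulus | Incubation: Compound 6 min at room temperature before oxytocin, 100 s read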
PfM18AAP inh – blocks P. falciparum M18 aspartyl aminopeptidase; AID 1822; inhibition, % at 7.35 µM; recombinant PfM18AAP, H-Glu-NHMec fluorogenic cleavage; 290,000 compounds, 1.2% hits;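 active = inhibition above the campaign mean inhibition over all tested compounds plus 3 SD, cut at about 28% in these data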;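 note: 0% = plate median of test compound wells and 100% = 2 mM ZnCl2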
MEKK2 WT-MEK5 – raises or lowers MEK5 binding to wildtype human MEKK2 PB1 domain; AID 1531; bead flow cytometry, Alexa488-MEK5 binding to MEKK2 WT; actives lie on both sides; binding response (% of control), % at 10 µM; 290,000 compounds, 1.1% hits; in the data active = binding response below about 67% or above about 130%
OXTR ag – activates the human oxytocin receptor. 320,000 compounds, 0.32% hits. activation, % at 3 µM. CHO-OTR cells, Fluo-8 calcium fluorescence; normalized: DMSO 0%, oxytocin 100%. P30559;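 active = activation above the mean of all tested compounds plus 3 SD, cutoff set per screening run, cut at about 20% in these data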;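 note: peak over basal fluorescence ratio from a 100 s FLIPR kinetic read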
MEKK2mut PB1 HTS – signal of MEK5 binding to mutant human MEKK2 PB1 domain; 290,000 compounds, 0.35% hits; bead flow cytometry, Alexa488-MEK5 binding to MEKK2 mutant; AID 1530; percent response, % at 10 µM; in the data active = percent response above about 24%, passing the limit was not always enough; note: inactives centre near 1; some results filed as inactive read as strong as hits
NALP1 inh – inhibitors of NALP1 inflammasome in yeast. S. cerevisiae NALP1/ASC/caspase-1 growth, X-gal OD620, 72 h. inhibition, % at 10 µM. 280,000 compounds, 0.61% hits. AID 2071; in the data active = inhibition mostly above about 24%, no sharp cut-off; inactive = mostly below about 32%; note: some compounds called inactive have numbers as strong as hits
V1R ag counter – V1a receptor agonism, counter-screen for OXTR agonists; P37288; 320,000 compounds, 0.25% hits; CHO-V1R cells, Fluo-8 calcium fluorescence, agonist mode; 0% DMSO, 100% 3 nM vasopressin; AID 2797; activation, % at 3 µM;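 active = activation above the mean activation of all tested compounds plus 3 SD, per screening run, cut at about 20% in these data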;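 note: signal is peak over basal fluorescence ratio across a 100 second FLIPR read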
Target sequence (P37288 whole entry, looked up): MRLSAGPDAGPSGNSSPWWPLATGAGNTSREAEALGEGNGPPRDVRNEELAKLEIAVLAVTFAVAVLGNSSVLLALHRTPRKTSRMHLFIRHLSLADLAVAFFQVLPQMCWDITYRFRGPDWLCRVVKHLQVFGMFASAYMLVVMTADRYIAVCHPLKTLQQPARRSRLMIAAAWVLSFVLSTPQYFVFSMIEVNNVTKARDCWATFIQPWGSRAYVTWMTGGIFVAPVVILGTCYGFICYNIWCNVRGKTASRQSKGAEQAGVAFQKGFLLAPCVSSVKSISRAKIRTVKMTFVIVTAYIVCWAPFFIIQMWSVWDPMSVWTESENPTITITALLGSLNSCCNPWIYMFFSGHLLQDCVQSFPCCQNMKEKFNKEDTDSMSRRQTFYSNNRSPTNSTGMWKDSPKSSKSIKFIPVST
Active calls of the source: *; / = no result given.

smiles,GalR3 antagonist,GPR7 antagonist,OXTR potentiator,PfM18AAP inh,MEKK2 WT-MEK5,OXTR ag,MEKK2mut PB1 HTS,NALP1 inh,V1R ag counter
COc1ccc(CCNC(=O)c2c(O)c3ccccc3[nH]c2=O)cc1OC,-10,-9,/,-11,107,/,10,27,/
O=C(NCCCn1ccnc1)/C(=C/c1cccnc1)NC(=O)c1ccco1,-4,-9,-4,-4,105,-0.3,8,-11,0.2
CCCN(CC1CC1)c1nc(N)c2c(N)nc(OC)cc2c1C#N,-2,0,-12,17,98,3.7,-2,16,5.0
Cc1ccnc(NC2OC(=O)c3ccccc32)c1 (configuration not stated),0,16,-2,-11,100,2.1,3,1,-0.7
Cc1cccc(-c2noc(-c3ccc4c(c3)OCO4)n2)c1,-7,2,-6,-11,100,-0.5,-6,-12,0.7
Cc1cccc(C(=O)O/N=C/c2c(N3CCOCC3)n(C)c3ccccc23)c1,/,-4,-17,-20,103,-1.7,-1,1,-0.7
CSCC[C@H](N)C(=O)NC[C@H]1CC[C@H](C(=O)N[C@@H](Cc2ccccc2)C(=O)O)CC1,-11,-12,-5,1,108,0.1,6,6,0.4
Cc1[nH]n(-c2cccc3ccccc23)c(=O)c1C=Nc1ccc2[nH]c(=O)[nH]c2c1,-1,-4,-6,-45,99,-0.4,10,28,0.3
C#CCOCCOCCOCCNc1nc(N2CCOCC2)nc(N2CCN(C(=O)Cn3cc(CCCN=C(N)N)nn3)CC2)n1,0,2,-7,-9,91,0.0,1,17,-0.2
COCC(C)n1c(SCC(=O)Nc2nccs2)nc2ccccc2c1=O (configuration not stated),-2,/,3,/,/,-0.7,/,/,0.0
COc1ccc(N=Cc2ccc(CNS(=O)(=O)c3ccc(Cl)cc3)o2)cc1,-7,7,-12,5,/,0.5,/,12,1.1
Cc1ccc(CN2CCC(c3nc4ccc(Cl)cc4[nH]3)CC2)cc1,-10,-2,-4,12,123,5.1,15,9,4.8
COC(=O)c1ccc(COc2ccc3c(c2)CCC3)o1,-5,-2,-5,-10,99,-2.3,1,11,0.0
COc1ccnc(NCc2cccnc2)c1C#N,-2,-4,4,-8,105,0.4,2,6,1.2
CCCCCCOC(=O)NCC(O)c1ccccc1 (configuration not stated),-6,-4,3,-3,88,-1.7,-7,3,-0.6
Cc1ccc(C)c(NC(=O)CSc2nc3c(c(=O)n2C)SC(C)C3)c1 (configuration not stated),1,-14,-5,2,117,-0.8,10,/,0.6
C/C(=N\n1cnnc1)c1ccccc1,-1,-4,2,-1,56,1.6,-15,9,1.0
Cc1cc(C)n2nc(N)c(N=Nc3ccc(Cl)cc3)c2n1,4,1,-5,-5,99,0.3,-3,28,-0.7
Cc1cc(C=C2C(=O)c3ccccc3C2=O)c(C)n1-c1ccccc1,-3,-17,-2,-2,86,0.5,-2,13,0.3
COc1ccc(C)c2sc(NC(=O)C3=COCCO3)nc12,/,11,-4,5,122,1.9,17,20,2.0
CCCCn1c2ccc(F)cc2c2nnc(NN)nc21,-7,-6,-9,10,101,-1.6,-1,-13,0.1
O=C1Nc2ccccc2C1=Nc1ccc(Br)cc1,-3,2,0,1,106,0.8,4,33,0.9
CCOc1ccccc1CNC(=O)CCC(=O)N1Cc2ccccc2Oc2ncccc21,-7,2,-3,1,97,2.0,1,23,2.8
CCC1Oc2ccc(C)cc2N(CC(=O)NCCN2CCOCC2)C1=O (configuration not stated),-7,-8,0,-4,100,0.3,-2,14,0.0
CCOc1ccc(N2C(=O)C(Cl)=C(Nc3ccccc3O)C2=O)cc1,3,-7,-4,33*,96,5.2,-4,20,6.3
COCc1cc(C)nc(N2CCN(c3ccccc3)CC2)c1C#N,-6,10,-4,3,98,-0.7,0,8,-1.2
COc1ccc(OC)c(/C=N/NC(=O)c2ccc3nc[nH]c3c2)c1,1,-10,-4,2,106,-0.7,2,16,0.0
CCCn1c(-c2ccc(F)cc2)n[nH]c1=S,-2,-12,-9,35*,81,-0.6,-11,-32,-1.0
COc1nnc(-c2ccccc2)s1,0,-6,-4,3,96,0.8,0,21,2.9
O=C(COC(=O)c1ccccc1O)Nc1cc([N+](=O)[O-])ccc1Cl,-3,-16,-1,2,105,0.1,6,6,-0.2
COc1ccc(NS(=O)(=O)c2cc(NC(=O)c3cccs3)ccc2N2CCCC2)cc1,-5,2,-15,-1,96,-1.1,2,26,-0.1
COc1cccc(-c2cc(C(F)(F)F)n3nc(N)nc3n2)c1,0,-10,-9,3,106,-2.0,10,-2,-1.4
OC(CCN1CCCCC1)(c1ccccc1)c1ccccc1,/,0,-6,-1,103,-0.5,3,27,0.2
CC(=O)c1ccc(S(=O)(=O)N(C)CC(=O)Nc2ccc(C)cc2)cc1,-2,/,3,/,/,2.3,/,/,0.3
Cc1ccc(NC(=S)NCC(C)CSc2ccc(Cl)cc2)cc1 (configuration not stated),9,-12,-12,-5,122,0.6,12,10,1.9
COc1ccc(C(=O)Nc2nnc(Cc3ccc(OC)c(OC)c3)s2)c(OC)c1,-4,-11,-2,-5,100,1.0,0,-1,2.8
O=C(c1cccnc1)N1CCN(Cc2ccccc2Br)CC1,1,-3,-7,0,103,-0.1,3,11,0.2
O=C1SCCC1NS(=O)(=O)c1ccc([N+](=O)[O-])cc1 (configuration not stated),-2,-2,26*,7,90,0.8,-4,-5,1.6
O=C(Nc1ccc([N+](=O)[O-])cn1)C1CC2CCC1C2 (configuration not stated),-11,-3,-9,0,103,-2.9,0,23,-1.2
Cc1ccc(S(=O)(=O)Nc2ccc(NC(=O)/C=C/C(=O)O)cc2)cc1,-3,-10,-7,-70,102,1.0,2,9,0.7

Grouped by structure, the compounds so far with a COOH group.
smiles,GalR3 antagonist,GPR7 antagonist,OXTR potentiator,PfM18AAP inh,MEKK2 WT-MEK5,OXTR ag,MEKK2mut PB1 HTS,NALP1 inh,V1R ag counter
CSCC[C@H](N)C(=O)NC[C@H]1CC[C@H](C(=O)N[C@@H](Cc2ccccc2)C(=O)O)CC1,-11,-12,-5,1,108,0.1,6,6,0.4
Cc1ccc(S(=O)(=O)Nc2ccc(NC(=O)/C=C/C(=O)O)cc2)cc1,-3,-10,-7,-70,102,1.0,2,9,0.7

Six of the entries above in order of their number in PfM18AAP inh, lowest first:
| Structure | GalR3 antagonist | GPR7 antagonist | OXTR potentiator | PfM18AAP inh | MEKK2 WT-MEK5 | MEKK2mut PB1 HTS | NALP1 inh |
| --- | --- | --- | --- | --- | --- | --- | --- |
| Cc1ccc(S(=O)(=O)Nc2ccc(NC(=O)/C=C/C(=O)O)cc2)cc1 | -3 | -10 | -7 | -70 | 102 | 2 | 9 |
| Cc1ccc(NC(=S)NCC(C)CSc2ccc(Cl)cc2)cc1 (configuration not stated) | 9 | -12 | -12 | -5 | 122 | 12 | 10 |
| COc1ccc(NS(=O)(=O)c2cc(NC(=O)c3cccs3)ccc2N2CCCC2)cc1 | -5 | 2 | -15 | -1 | 96 | 2 | 26 |
| O=C(c1cccnc1)N1CCN(Cc2ccccc2Br)CC1 | 1 | -3 | -7 | 0 | 103 | 3 | 11 |
| COc1cccc(-c2cc(C(F)(F)F)n3nc(N)nc3n2)c1 | 0 | -10 | -9 | 3 | 106 | 10 | -2 |
| O=C1SCCC1NS(=O)(=O)c1ccc([N+](=O)[O-])cc1 (configuration not stated) | -2 | -2 | 26* | 7 | 90 | -4 | -5 |

Additional records
smiles,GalR3 antagonist,GPR7 antagonist,OXTR potentiator,PfM18AAP inh,MEKK2 WT-MEK5,OXTR ag,MEKK2mut PB1 HTS,NALP1 inh,V1R ag counter
COc1ccc(Br)cc1/C=N/NC(=O)c1ccc2nc[nH]c2c1,0,-7,-3,6,92,0.6,-13,24,2.0
O=C(COc1ccccc1Cl)Nn1cnnc1,-2,-11,-11,31*,100,0.2,3,20,-0.2
COc1cc(/C=C/C(=O)c2ccc3c(c2)OCCO3)cc(Br)c1OCC(=O)N(C)C,-3,15,-10,1,101,4.3,1,3,9.7
COc1cccc(CNc2nnnn2C)c1,-2,-1,-5,-12,103,-0.2,14,20,0.8
Nc1nc(Nc2ccccc2Cl)cc(=O)[nH]1,-10,-10,-10,-4,98,0.4,5,-12,-0.2
CS(=O)(=O)N(Cc1nnc(-c2cccs2)o1)c1ccc(Cl)cc1F,-5,5,-14,-5,104,2.3,2,-13,1.5
C/C(N)=C(/C#N)C(=O)CSc1nc2cc(Cl)ccc2c(=O)n1Cc1ccco1,-4,-2,-4,-6,96,-0.3,-5,4,0.9
COc1ccc(OC)c(C(=O)N2CCCC(Nc3ccc(F)cc3)C2)c1 (configuration not stated),-2,5,-12,3,102,0.1,-2,22,3.0
O=[N+]([O-])c1cccc(-n2nnnc2CN2CCCC2)c1,-3,4,-1,0,94,2.0,-2,3,1.4
Cc1ccccc1NC(=S)N(Cc1cccnc1)Cc1ccco1,-3,8,-7,-5,84,-0.1,-7,19,1.1
Cn1c2ccc(F)cc2c2nnc(SCCN3CCOCC3)nc21,-11,-13,/,5,103,/,4,2,/
O=C(Nc1ccc(N2CCOCC2)c(Cl)c1)c1cccnc1Cl,4,1,-6,1,98,1.8,2,-54,1.6
CCN(CC)C(=S)SC1=CCS(=O)(=O)C1,0,-16,-13,7,103,-0.7,3,7,1.6
Clc1ccc(-c2nnnn2-c2ccc(Cl)c(Cl)c2)cc1Cl,-1,-9,-15,-1,104,-1.9,12,7,0.3
O=C(C1CC1)N1CCc2cc(Br)cc(S(=O)(=O)NCCCN3CCCC3)c21,-3,-10,-6,1,97,-0.2,1,29,0.6
CC(COc1ccccc1Cc1ccccc1)N1CCCCC1 (configuration not stated),/,/,-11,/,132,9.7,9,/,6.8
Cc1ccc(C(=O)CN2C(=O)C(=O)N(Cc3ccccc3)C2=O)cc1,-5,-10,-2,3,102,-1.7,2,9,-0.4
